# BioA inh = blocks M. tuberculosis BioA enzyme activity; purified M. tuberculosis BioA enzyme, plate reader; inhibition, % at 9.99 µM; 360,000 compounds, 0.096% hits; AID 602481; in the data active = inhibition above about 40%
# * marks the source's active call; other numbers are inactive results.
SMILES,BioA inh
C[C@H]1CCCCO[C@@H](CN(C)Cc2ccc(C(F)(F)F)cc2)[C@@H](C)CN([C@@H](C)CO)C(=O)c2cc(NC(=O)Nc3ccc(C(F)(F)F)cc3)ccc2O1,-1.4
C[C@@H]1CN([C@@H](C)CO)C(=O)Cc2cc(NC(=O)CCCN(C)C)ccc2O[C@H]1CN(C)C(=O)Nc1ccc(F)cc1,-0.4
O=C(Cc1ccccc1)N1CCCCN2[C@H](CO)[C@@H](c3ccc(C#CC4(O)CCCC4)cc3)[C@H]2C1,-2.8
C[C@@H]1CN([C@H](C)CO)S(=O)(=O)c2ccc(C#CC3CC3)cc2O[C@@H]1CN(C)C(=O)CC1CC1,0.1
C[C@H]1CN([C@@H](C)CO)C(=O)c2cc(-c3ccccc3F)cnc2O[C@@H]1CN(C)C(=O)NC1CCCC1,2.5
Cn1cnc(S(=O)(=O)N2CCCCN3[C@@H](CO)[C@@H](c4ccc(C#CC5CC5)cc4)[C@@H]3C2)c1,-4.7
CC(C)NC(=O)N(C)C[C@@H]1Oc2ccc(NC(=O)Cn3cnnn3)cc2C(=O)N([C@H](C)CO)C[C@@H]1C,-0.7
Cc1noc(C)c1NC(=O)Nc1ccc2c(c1)CC(=O)N([C@H](C)CO)C[C@H](C)[C@@H](CN(C)C(=O)Nc1c(C)noc1C)O2,4.3
C[C@@H]1CN([C@H](C)CO)C(=O)c2cccc(NS(=O)(=O)c3ccc(F)cc3)c2O[C@H]1CN(C)S(=O)(=O)c1cn(C)cn1,0.5
Cc1noc(C)c1NC(=O)N(C)C[C@H]1Oc2ccc(NC(=O)CCN3CCOCC3)cc2CC(=O)N([C@H](C)CO)C[C@@H]1C,-5.2
COc1cccc(-c2ccc([C@H]3[C@H](CO)N4CCCCN(CC5CC5)C[C@@H]34)cc2)c1,2.9
CCNC(=O)Nc1ccc2c(c1)C(=O)N(C)[C@H]1CC[C@@H](CC(=O)NCC3CC3)O[C@H]1CO2,-0.1
C[C@H](CO)N1C[C@H](C)[C@H](CN(C)C(=O)c2ccccc2)Oc2ncc(-c3ccc(C#N)cc3)cc2C1=O,1.8
C[C@H]1CN([C@@H](C)CO)C(=O)c2cc(NC(=O)c3ccncc3)ccc2O[C@@H]1CN(C)S(C)(=O)=O,1.0
C[C@H]1CN([C@@H](C)CO)C(=O)c2cc(NC(=O)NC3CCCCC3)ccc2O[C@H]1CN(C)Cc1ccc(Oc2ccccc2)cc1,-4.0
O=C(Cc1ccncc1)NCC[C@H]1CC[C@@H](NC(=O)Nc2ccc(Cl)cc2)[C@@H](CO)O1,-0.7
C[C@H](CO)N1C[C@H](C)[C@H](CN(C)C(=O)NC2CCCC2)Oc2ncc(-c3ccccc3F)cc2C1=O,1.8
C[C@@H](NC(=O)C[C@@H]1CC[C@H](NC(=O)C2CCOCC2)[C@@H](CO)O1)c1ccccc1,0.9
CCCC#Cc1cnc2c(c1)C(=O)N([C@@H](C)CO)C[C@@H](C)[C@@H](CN(C)C(=O)c1cccc(F)c1)O2,3.7
C[C@H](CO)N1C[C@H](C)[C@@H](CN(C)Cc2cccnc2)Oc2ncc(-c3ccncc3)cc2C1=O,3.6
COc1ccc(NC(=O)Nc2cccc3c2O[C@H](CN(C)Cc2ccncc2)[C@@H](C)CN([C@@H](C)CO)C3=O)cc1,-3.2
C[C@H]1CN([C@@H](C)CO)S(=O)(=O)c2ccc(C3=CCCC3)cc2O[C@@H]1CN(C)C(=O)c1ccncc1,3.5
C[C@@H]1CN([C@H](C)CO)S(=O)(=O)c2ccc(C#CC3CC3)cc2O[C@@H]1CN(C)C(=O)c1ccccn1,1.1
C[C@@H]1CN([C@@H](C)CO)C(=O)c2cc(-c3cccc(F)c3)cnc2O[C@@H]1CN(C)C(=O)C1CCC1,1.3
COc1ccccc1S(=O)(=O)N[C@H]1CC[C@H](CCNC(=O)C2CCC2)O[C@@H]1CO,0.6
COc1ccc(S(=O)(=O)Nc2ccc3c(c2)C(=O)N([C@H](C)CO)C[C@@H](C)[C@@H](CN(C)C(=O)CCC(F)(F)F)OCCCC[C@@H](C)O3)cc1,-2.0
COC(=O)C[C@@H]1CC[C@H]2[C@H](COc3ccc(NC(=O)c4ccc(C(F)(F)F)cc4)cc3C(=O)N2C)O1,1.3
O=C(C[C@H]1C[C@H]2c3cc(NC(=O)NC4CCCCC4)ccc3O[C@H]2[C@@H](CO)O1)NCc1ccccc1,0.4
C[C@@H]1CN([C@H](C)CO)C(=O)CCCn2nncc2CO[C@H]1CN(C)C(=O)Nc1ccc(F)cc1,-0.1
O=C(C1CC1)N1CCCCN2[C@H](CO)[C@@H](c3ccc(-c4cccc(F)c4)cc3)[C@@H]2C1,-1.0
N#C[C@@H]1[C@@H](c2ccc(C#CC3CCCC3)cc2)[C@H](CO)N1S(=O)(=O)c1ccccc1,-2.0
CC(C)C#Cc1ccc2c(c1)O[C@H](CN(C)C(=O)c1cccc(F)c1)[C@H](C)CN([C@H](C)CO)S2(=O)=O,-7.6
O=C(C[C@H]1C[C@@H]2c3cc(NC(=O)CC4CC4)ccc3O[C@@H]2[C@H](CO)O1)NCC(F)(F)F,-1.9
C[C@@H]1CN([C@@H](C)CO)C(=O)c2cc(NC(=O)c3ccccc3)ccc2O[C@@H](C)CCCCO[C@H]1CN(C)Cc1ccc(C(F)(F)F)cc1,-1.3
N#C[C@@H]1[C@H](c2ccc(C3=CCCCC3)cc2)[C@H](CO)N1C(=O)C1CCOCC1,6.0
C[C@@H]1CN([C@H](C)CO)S(=O)(=O)c2ccc(-c3cccc(C#N)c3)cc2O[C@@H]1CN(C)C(=O)c1ccncc1,-2.2
CCCNC(=O)[C@@H]1[C@@H](CO)[C@@H]2Cn3c(ccc(-c4cccc(OC)c4)c3=O)[C@H]1N2C(=O)NCCC,1.0
C[C@@H]1CN([C@@H](C)CO)C(=O)Cc2cc(NC(=O)NC3CCCCC3)ccc2O[C@H]1CN(C)Cc1ccncc1,1.1
C[C@H](CO)N1C[C@H](C)[C@@H](CN(C)C(=O)Nc2ccc(F)cc2)Oc2ccc(NC(=O)Nc3ccc4c(c3)OCO4)cc2CC1=O,2.6
C[C@@H]1CCCCO[C@H](CN(C)C(=O)NC2CCCCC2)[C@H](C)CN([C@@H](C)CO)C(=O)c2cc(NC(=O)c3ccncc3)ccc2O1,-0.3
C[C@H]1CN([C@@H](C)CO)C(=O)c2cc(NC(=O)Nc3ccc(F)cc3)ccc2O[C@@H]1CN(C)Cc1ccc(-c2ccccc2)cc1,-3.3
CC(C)NC(=O)N(C)C[C@@H]1OCCCC[C@@H](C)Oc2ccc(NS(=O)(=O)c3cn(C)cn3)cc2C(=O)N([C@H](C)CO)C[C@@H]1C,3.0
O=C(c1cccc(F)c1)N1CCCCN2[C@@H](CO)[C@@H](c3ccc(-c4cncnc4)cc3)[C@@H]2C1,-2.1
C[C@@H]1CCCCO[C@@H](CN(C)CC2CCCCC2)[C@@H](C)CN([C@H](C)CO)C(=O)c2cc(NC(=O)Nc3ccccc3)ccc2O1,0.3
CCC(=O)N(C)C[C@@H]1Oc2ncc(-c3ccc(C#N)cc3)cc2C(=O)N([C@@H](C)CO)C[C@H]1C,2.0
CC(C)c1cn(CC[C@H]2CC[C@H](NC(=O)C3CCC3)[C@@H](CO)O2)nn1,-2.4
COc1ccc(S(=O)(=O)Nc2ccc3c(c2)C(=O)N([C@@H](C)CO)C[C@H](C)[C@H](CN(C)C(=O)Cc2ccccc2)OCCCC[C@H](C)O3)cc1,-0.5
CN(C)C(=O)[C@H]1[C@H](CO)[C@H]2Cn3c(ccc(-c4cccnc4)c3=O)[C@H]2N1Cc1ccccc1F,4.7
C[C@H](NC(=O)C[C@H]1C[C@H]2c3cc(NS(C)(=O)=O)ccc3O[C@H]2[C@@H](CO)O1)c1ccccc1,0.8
CO[C@@H]1CC[C@H]2CCN(C)C(=O)CCCN(C)C(=O)c3cccc(C#N)c3OC[C@@H]1O2,-0.6
COc1ccc([Si](C)(C)[C@@H]2[C@@H](CCn3cc(CCO)nn3)O[C@]3(C(=O)N(Cc4ccc(N5CCOC5=O)cc4)c4ccccc43)[C@H]2C)cc1,1.3
C[C@H](CO)N1C[C@H](C)[C@@H](CN(C)Cc2ccncc2)Oc2ccc(NC(=O)C3CCCCC3)cc2C1=O,0.9
Cc1ccc(S(=O)(=O)Nc2ccc3c(c2)CC(=O)N([C@@H](C)CO)C[C@H](C)[C@@H](CN(C)C(=O)Nc2c(C)noc2C)O3)cc1,-1.2
C[C@@H]1CN([C@H](C)CO)C(=O)c2cc(NC(=O)C3CC3)ccc2O[C@@H]1CN(C)S(=O)(=O)c1ccc(Cl)cc1,-0.3
CCCC#Cc1ccc2c(c1)O[C@H](CN(C)C(=O)C1CCC1)[C@H](C)CN([C@@H](C)CO)S2(=O)=O,-1.5
C[C@@H]1CN([C@H](C)CO)C(=O)c2cc(NS(=O)(=O)c3cccs3)ccc2O[C@@H](C)CCCCO[C@@H]1CN(C)Cc1ccc(C(F)(F)F)cc1,-0.3
Cc1noc(C)c1S(=O)(=O)Nc1ccc2c(c1)C(=O)N([C@H](C)CO)C[C@H](C)[C@H](CN(C)C(=O)Nc1ccccc1)OCCCC[C@@H](C)O2,-1.1
COC(=O)C[C@H]1CC[C@H](NC(=O)c2ccccc2)[C@H](CO)O1,-2.2
CCCc1cn(CC[C@@H]2CC[C@@H](NC(=O)Cc3cccnc3)[C@H](CO)O2)nn1,-0.6
Cc1noc(C)c1NC(=O)N(C)C[C@@H]1Oc2c(cccc2N(C)C)C(=O)N([C@@H](C)CO)C[C@@H]1C,-1.0
# More records.
SMILES,BioA inh
O=S(=O)(c1ccccc1)N1CCCCN2[C@@H](CO)[C@H](c3ccc(-c4cncnc4)cc3)[C@@H]2C1,4.5
C[C@@H]1CN([C@H](C)CO)C(=O)Cc2cc(NC(=O)CCCCCC(=O)Nc3ccccc3N)ccc2O[C@@H]1CN(C)S(=O)(=O)c1ccccc1,-1.9
C[C@H]1CN([C@@H](C)CO)C(=O)c2cc(NC(=O)Nc3cccc4ccccc34)ccc2O[C@H]1CN(C)S(=O)(=O)c1cn(C)cn1,-1.9
CO[C@H]1CN(C)C(=O)c2cc(NC(=O)c3ccno3)ccc2OC[C@H](C)NC[C@H]1C,-0.2
CC=Cc1ccc2n(c1=O)C[C@@H]1[C@@H](CO)[C@H](C(=O)NCCCN3CCOCC3)[C@H]2N1Cc1cocn1 (mixture of isomers),-0.6
Cc1noc(C)c1S(=O)(=O)N(C)C[C@H]1OCCCC[C@@H](C)Oc2ccc(NC(=O)NC(C)C)cc2C(=O)N([C@H](C)CO)C[C@@H]1C,-0.6
C[C@H](CO)N1C[C@H](C)[C@@H](CN(C)S(=O)(=O)c2ccc(C#N)cc2)OCc2ccccc2-c2c(n(C)c3ccccc23)C1=O,-1.2
Cc1cccc(S(=O)(=O)N2C[C@H]3[C@@H](c4ccccc42)[C@H](CO)N3CC2CCCC2)c1,-1.2
Cc1ccc(S(=O)(=O)N(C)C[C@H]2Oc3c(NC(=O)Nc4ccccc4)cccc3C(=O)N([C@@H](C)CO)C[C@@H]2C)cc1,-0.4
C[C@@H]1CN([C@H](C)CO)C(=O)c2cccc(NC(=O)Nc3ccc(C(F)(F)F)cc3)c2O[C@H]1CN(C)Cc1ccc(Oc2ccccc2)cc1,-1.6
CCCC(=O)Nc1ccc2c(c1)C(=O)N(C)[C@@H]1CC[C@H](CC(=O)Nc3ccccc3)O[C@@H]1CO2,2.8
CN1[C@@H]2c3ccc(-c4cccc(F)c4)c(=O)n3C[C@@H]2[C@@H](CO)[C@@H]1C(=O)NC1CCC1,2.9
Cc1ccc(-c2cnc3c(c2)C(=O)N([C@H](C)CO)C[C@@H](C)[C@H](CN(C)C(=O)c2ccccc2)O3)cc1,5.7
CCC(=O)N1CC[C@@H]2[C@H](CO)Nc3ccc(C#Cc4ccc(OC)cc4)cc3[C@@H]21,-1.8
C[C@H]1CN([C@@H](C)CO)C(=O)c2cc(NC(=O)Cn3cnnn3)ccc2O[C@H]1CN(C)C(=O)Nc1ccc2c(c1)OCO2,-2.9
C[C@@H]1CN([C@@H](C)CO)C(=O)Cc2cc(NS(=O)(=O)c3cn(C)cn3)ccc2O[C@H]1CN(C)Cc1ccncc1,-2.7
CO[C@@H]1CN(C)C(=O)c2cc(NS(=O)(=O)c3cccc(C)c3)ccc2OC[C@@H](C)NC[C@@H]1C,1.1
COCC(=O)N1[C@H](CO)[C@@H](c2ccc(-c3cccnc3)cc2)[C@@H]1C#N,3.8
CCCC(=O)Nc1ccc2c(c1)C(=O)N(C)[C@H]1CC[C@@H](CC(=O)NCC3CC3)O[C@@H]1CO2,-2.2
O=C(C1CC1)N1[C@@H](CO)[C@@H]2c3ccccc3N(S(=O)(=O)c3ccccc3)C[C@@H]21,1.7
O=C(C[C@H]1CC[C@@H]2[C@H](COC[C@@H](O)CN2Cc2ccc(F)cc2)O1)N1CCc2ccccc2C1,-0.9

# Part of the list above, as labelled records:
C[C@@H]1CN([C@H](C)CO)C(=O)c2cccc(NC(=O)Nc3ccc(C(F)(F)F)cc3)c2O[C@H]1CN(C)Cc1ccc(Oc2ccccc2)cc1
  BioA inh = -1.6
CCCC(=O)Nc1ccc2c(c1)C(=O)N(C)[C@@H]1CC[C@H](CC(=O)Nc3ccccc3)O[C@@H]1CO2
  BioA inh = 2.8
CN1[C@@H]2c3ccc(-c4cccc(F)c4)c(=O)n3C[C@@H]2[C@@H](CO)[C@@H]1C(=O)NC1CCC1
  BioA inh = 2.9
Cc1ccc(-c2cnc3c(c2)C(=O)N([C@H](C)CO)C[C@@H](C)[C@H](CN(C)C(=O)c2ccccc2)O3)cc1
  BioA inh = 5.7

# Part of the list above, reformatted:
O=C(C1CC1)N1[C@@H](CO)[C@@H]2c3ccccc3N(S(=O)(=O)c3ccccc3)C[C@@H]21
  BioA inh: 1.7

Cc1ccc(-c2cnc3c(c2)C(=O)N([C@H](C)CO)C[C@@H](C)[C@H](CN(C)C(=O)c2ccccc2)O3)cc1
  BioA inh: 5.7

# Assay outcomes (PubChem BioAssay)

# Not all compounds are listed; rates above refer to the full screens.
